Screening results: PubChem, several laboratories
PfHsp90 set2 = growth inhibition of PfHsp90-expressing yeast, primary screen, antimalarial PfHsp90 inhibitor project, S. cerevisiae, BacTiter-Glo luminescence, single point, set 2; BacTiter-Glo ATP, 48 h; yeast lacking PDR1 and PDR3 efflux regulators; inhibition, % at 9.4 µM; actives 0.32% (n = 310,000);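 active = every replicate shows inhibition above about 80%, whatever the replicate mean, limit read from the data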;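 also: 0% = DMSO neutral controls and 100% = 20 µM radicicol positive controls; yeast relying on Plasmodium falciparum Hsp90 in place of its own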
RTF Ca sens act = cardiac RTF calcium sensitivity activators, primary screen, biochemical, IANBD-TnC fluorescence, EC20 calcium; AID 493008, 2010; Troponin I, cardiac muscle (Homo sapiens) + Troponin T, cardiac muscle (Homo sapiens) + …; actives 0.24% (n = 340,000); activation, % at 7.2 µM; IANBD-labeled TnC RTF fluorescence at EC20 calcium; 0% EC20 calcium, 100% full calcium;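 active = activation above the mean over all tested compounds plus 3 SD, cut at about 30% in these data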;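 also: rise in fluorescence read as greater calcium sensitivity of cardiac thin filaments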
PvdQ inh = P. aeruginosa PvdQ acylase inhibitors, primary screen, biochemical, fluorescence, plate reader and imaging, single point. PvdQ acylase [Pseudomonas aeruginosa LESB58]. purified PvdQ acylase. inhibition, % at 10 µM. actives 0.063% (n = 340,000); in the data active = inhibition above about 30%, passing the limit was not always enough;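 also: 0% = vehicle neutral wells and 100% = reference inhibitor wells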
SUMO Mot1 rescue = yeast Mot1-301 growth rescue at high temperature, primary screen, SUMOylation pathway inhibitor project, S. cerevisiae, ATP luminescence, 38.5C; S. cerevisiae Mot1-301 growth rescue; percent above DMSO median, 100 means doubled; growth rescue, % at 18.8 µM; actives 1% (n = 320,000); AID 2716, 2010;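 active = every valid replicate shows activation above 250% relative to neutral control wells; inactive = the rest, any valid replicate at or below 250%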;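 also: OY570 slx delta 5 strain wells were the positive control but not used for scaling; some compounds called inactive have numbers as strong as hits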
Rtt109 Vps75 = inhibitors of C. albicans Rtt109/Vps75 HAT, primary screen, biochemical, ThioGlo CoA-SH fluorescence, plate reader | actives 0.16% (n = 330,000) | Histone acetyltransferase RTT109 (Candida albicans (strain SC5314 / ATCC MYA-2876)), … | purified Rtt109/Vps75, 4 h | inhibition, % at 34.9 µM;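 active = inhibition of at least 50% in every replicate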
Keap1 Nrf2 FP = Keap1-Nrf2 protein-protein interaction inhibitors, primary screen, biochemical, fluorescence polarization, single point; Keap1 Kelch-Nrf2 peptide fluorescence polarization, 1536-well; inhibition, % at 9.4 µM; Kelch-like ECH-associated protein 1 (Homo sapiens), Q14145; actives 0.15% (n = 340,000); in the data active = inhibition above about 12%;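 also: human Keap1 Kelch domain with fluorescein labeled Nrf2 9mer peptide probe; 0% = neutral control wells and 100% = peptide positive control; higher means more block of Keap1 binding to Nrf2 peptide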
dFosB activator = activators of delta FosB homodimer, primary screen, biochemical, fluorescence polarization, TAMRA-CDK5 oligo, single point | purified delta FosB; percent of positive-control signal above neutral wells | activation, % at 25 µM | actives 0.99% (n = 340,000) | AID 493131, 2011;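 active = mean activation above about 17%, with every replicate also reaching it, limit read from the data, passing the limit was not always enough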;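 also: fluorescence polarization rise as delta FosB binds a TAMRA Cdk5 AP-1 oligo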
Target sequence (P13346 whole entry, looked up): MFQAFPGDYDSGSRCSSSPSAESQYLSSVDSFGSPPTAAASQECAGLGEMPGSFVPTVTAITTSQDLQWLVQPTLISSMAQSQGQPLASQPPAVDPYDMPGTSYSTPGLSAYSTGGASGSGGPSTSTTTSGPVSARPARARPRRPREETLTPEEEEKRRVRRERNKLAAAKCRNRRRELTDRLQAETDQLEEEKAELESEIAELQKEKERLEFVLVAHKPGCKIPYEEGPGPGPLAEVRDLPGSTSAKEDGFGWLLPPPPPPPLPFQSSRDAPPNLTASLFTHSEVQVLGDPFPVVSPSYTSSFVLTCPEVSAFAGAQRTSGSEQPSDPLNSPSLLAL
C-LANA FP = inhibitors of KSHV C-LANA binding to DNA, primary screen, biochemical, fluorescence polarization, FAM-LBS DNA, MBP-C-LANA, single point. Kaposi's sarcoma herpesvirus LANA C-terminal domain (residues 932-1162) DNA binding. inhibition, % at 9 µM. actives 0.078% (n = 340,000). AID 504423, 2011;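 active = highest replicate inhibition at or above 60% at 9 µM, even if other replicates fall short; inactive = all replicates below 60% inhibition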;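 also: 0% = neutral control wells and 100% = 4 µM acridine orange control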
NSD2 inh = NSD2 histone methyltransferase inhibitors, primary screen, biochemical, AlphaScreen, single concentration, set 2. Histone-lysine N-methyltransferase NSD2 (Homo sapiens), O96028. NSD2 peptide methylation, 120 min. inhibition, % at 12.5 µM. actives 0.54% (n = 310,000). AID 743445, 2014; in the data active = inhibition above about 50%
CDK5 inh = inhibitors of human CDK5/p35 kinase, primary screen, biochemical, single concentration. Cyclin-dependent kinase 5 (Homo sapiens) + Cyclin-dependent kinase 5 activator 1 (Homo …. Recombinant CDK5/p35, ADP-Glo luminescence, 60 min. inhibition, % at 10 µM. actives 0.01% (n = 330,000). AID 488839, 2010;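 active = highest replicate inhibition of at least 50% and at least 75% of replicates reaching 50%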;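 also: plate controls were DMSO neutral control for no effect and GW8510 at 10 µM for full effect; many of its hits are not listed in these tables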
Target sequence (Q00535 whole entry, looked up): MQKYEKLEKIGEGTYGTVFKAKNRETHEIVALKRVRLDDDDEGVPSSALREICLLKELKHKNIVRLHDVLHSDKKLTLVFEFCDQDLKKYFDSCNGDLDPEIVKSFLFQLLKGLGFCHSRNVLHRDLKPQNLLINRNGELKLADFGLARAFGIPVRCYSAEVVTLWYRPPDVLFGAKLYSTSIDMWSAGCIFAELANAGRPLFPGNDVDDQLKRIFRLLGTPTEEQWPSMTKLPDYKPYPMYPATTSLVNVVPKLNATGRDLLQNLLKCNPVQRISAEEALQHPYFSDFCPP
Target sequence (Q15078 whole entry, looked up): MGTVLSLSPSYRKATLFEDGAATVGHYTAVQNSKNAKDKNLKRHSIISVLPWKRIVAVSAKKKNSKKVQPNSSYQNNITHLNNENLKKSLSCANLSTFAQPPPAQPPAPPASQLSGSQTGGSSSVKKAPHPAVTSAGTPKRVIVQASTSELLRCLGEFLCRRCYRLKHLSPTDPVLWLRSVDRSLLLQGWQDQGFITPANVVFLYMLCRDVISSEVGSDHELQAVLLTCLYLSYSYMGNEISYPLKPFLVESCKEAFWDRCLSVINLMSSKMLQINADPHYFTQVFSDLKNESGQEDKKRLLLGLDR
RTF Ca sens inh = cardiac RTF calcium sensitivity inhibitors, primary screen, biochemical, IANBD-TnC fluorescence, EC70 calcium. AID 493244, 2011. Troponin I, cardiac muscle (Homo sapiens) + Troponin T, cardiac muscle (Homo sapiens) + …. actives 0.12% (n = 340,000). IANBD-labeled cardiac RTF, Ca2+ fluorescence. inhibition, % at 7.15 µM;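 active = inhibition above the mean inhibition of all tested compounds plus 3 SD, cut at about 17% in these data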;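 also: assay run at fixed EC70 calcium of 1.6 mM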
* hit, by the source's call.

FC(F)(F)c1ccc(Cl)c(NC(=S)NC2CC2)c1 was read as PfHsp90 set2 14, RTF Ca sens act 12, PvdQ inh -19, Rtt109 Vps75 2, Keap1 Nrf2 FP -2, dFosB activator -3, C-LANA FP -0.8, NSD2 inh 0, CDK5 inh 0.9 and RTF Ca sens inh -14.
For C=CCOc1ccc(/C(CC)=N/O)c(OC)c1 the results were PfHsp90 set2 0, RTF Ca sens act 1, PvdQ inh -12, SUMO Mot1 rescue -14, Rtt109 Vps75 -3, Keap1 Nrf2 FP 2, dFosB activator 1, C-LANA FP -0.6, NSD2 inh 24, CDK5 inh 0.6 and RTF Ca sens inh -8.
For CC(=O)N1CCc2cc([N+](=O)[O-])ccc21 the results were RTF Ca sens act 0, PvdQ inh -11, Rtt109 Vps75 8, Keap1 Nrf2 FP 4, dFosB activator -8, C-LANA FP 0.5, NSD2 inh -1, CDK5 inh 0.7 and RTF Ca sens inh 1.
For COc1ccc(CNC(=O)C/C(C)=N/NC(=O)Cc2ccc(OC)c(OC)c2)cc1 the results were PfHsp90 set2 -19, RTF Ca sens act 4, PvdQ inh -15, SUMO Mot1 rescue -20, Rtt109 Vps75 0, Keap1 Nrf2 FP -6, dFosB activator -1, C-LANA FP 0.0, NSD2 inh -1, CDK5 inh -0.4 and RTF Ca sens inh 1.
O=C(NC1CCCCC1)N1CCc2ccccc2C1 was read as PfHsp90 set2 10, RTF Ca sens act 0, PvdQ inh -11, SUMO Mot1 rescue -21, Rtt109 Vps75 -8, Keap1 Nrf2 FP -2, dFosB activator -7, C-LANA FP 0.8, CDK5 inh -2.6 and RTF Ca sens inh -15.
For CC(C)(C)c1ccc(C(=O)Nc2ccc(C(=O)NCc3cccnc3)cc2)cc1 the results were PfHsp90 set2 6, RTF Ca sens act 6, PvdQ inh -5, SUMO Mot1 rescue 262, Rtt109 Vps75 13, Keap1 Nrf2 FP -4, dFosB activator -19, C-LANA FP -0.9, NSD2 inh -2, CDK5 inh -1.0 and RTF Ca sens inh -3.
`Cc1cc(C(=O)NC(=S)Nc2ccccc2N2CCOCC2)ccc1[N+](=O)[O-]` gave PfHsp90 set2 -14, RTF Ca sens act 0, PvdQ inh -1, SUMO Mot1 rescue 17, Rtt109 Vps75 2, Keap1 Nrf2 FP 1, dFosB activator 5, C-LANA FP -1.5, NSD2 inh -1, CDK5 inh -0.6 and RTF Ca sens inh 6.
`COCCNC(=O)/C(C#N)=C/c1cc(C)n(C2CCCCC2)c1C` gave PfHsp90 set2 -2, RTF Ca sens act 6, PvdQ inh -6, SUMO Mot1 rescue 5, Rtt109 Vps75 3, Keap1 Nrf2 FP -6, dFosB activator -8, C-LANA FP 0.1, NSD2 inh 0, CDK5 inh 0.5 and RTF Ca sens inh -9.
For O=C(NCc1cccnc1)c1cccn2c(=O)c3sccc3nc12 the results were PfHsp90 set2 -9, RTF Ca sens act -8, PvdQ inh 7, SUMO Mot1 rescue 224, Rtt109 Vps75 -71, Keap1 Nrf2 FP -1, dFosB activator -32, C-LANA FP -0.6, NSD2 inh 1, CDK5 inh 1.3 and RTF Ca sens inh -6.
For CC(=O)O[C@H]1CC[C@@]2(C)C(CCC3C2CC[C@]2(C)OC(=O)CCC32)C1 (some centres undefined) the results were RTF Ca sens act 5, PvdQ inh -12, SUMO Mot1 rescue 53, Rtt109 Vps75 -1, Keap1 Nrf2 FP -1, dFosB activator -6, C-LANA FP 1.2, NSD2 inh -8, CDK5 inh 1.1 and RTF Ca sens inh -3.
CCCc1cc(CNC(=O)C2CCC(=O)N(Cc3ccccc3F)C2)on1 (centres undefined) was read as PfHsp90 set2 14, RTF Ca sens act 7, PvdQ inh -20, SUMO Mot1 rescue 1, Rtt109 Vps75 -15, Keap1 Nrf2 FP 3, dFosB activator 6, C-LANA FP -0.4, NSD2 inh -1, CDK5 inh -3.4 and RTF Ca sens inh -5.
For O=C(Nc1nccs1)c1cc(S(=O)(=O)N2CCOCC2)ccc1Cl the results were PfHsp90 set2 5, RTF Ca sens act 0, PvdQ inh -12, SUMO Mot1 rescue 13, Rtt109 Vps75 -8, Keap1 Nrf2 FP -1, dFosB activator -12, C-LANA FP 1.4, NSD2 inh -1, CDK5 inh 0.3 and RTF Ca sens inh 2.
COC(=O)[C@@H]1C[C@@]2(O)[C@H](O)[C@H](O)[C@H](O)C[C@H]2N1CC1CC1 was read as PfHsp90 set2 2, RTF Ca sens act -7, PvdQ inh -1, SUMO Mot1 rescue 9, Rtt109 Vps75 7, Keap1 Nrf2 FP 0, dFosB activator 2, C-LANA FP 2.1, CDK5 inh 1.2 and RTF Ca sens inh -11.
Screening Cc1cccc(C)c1Nc1nnc(SCc2nc3ccccc3c(=O)[nH]2)s1 returned PfHsp90 set2 9, RTF Ca sens act 1, PvdQ inh 8, SUMO Mot1 rescue 8, Rtt109 Vps75 8, Keap1 Nrf2 FP -4, dFosB activator -1, C-LANA FP 2.6, NSD2 inh 0, CDK5 inh 0.3 and RTF Ca sens inh -3.
O=C(Nc1ccccc1C(=O)O)c1cncc(Br)c1 was read as RTF Ca sens act -2, PvdQ inh -2, SUMO Mot1 rescue -8, Keap1 Nrf2 FP 3, dFosB activator -2, C-LANA FP -0.5, NSD2 inh 68*, CDK5 inh 0.7 and RTF Ca sens inh -1.
Nc1nc(SCC(=O)Nc2ccc(Oc3ccccc3)cc2)n[nH]1 was read as PfHsp90 set2 18, RTF Ca sens act -3, PvdQ inh -32, SUMO Mot1 rescue -2, Rtt109 Vps75 4, Keap1 Nrf2 FP 3, dFosB activator -7, C-LANA FP -2.0, NSD2 inh 1, CDK5 inh -1.4 and RTF Ca sens inh 8.
Cc1c(Nc2ncccc2C(=O)O)cccc1C(F)(F)F was read as PfHsp90 set2 16, RTF Ca sens act -2, PvdQ inh -2, SUMO Mot1 rescue 2, Rtt109 Vps75 -16, Keap1 Nrf2 FP -2, dFosB activator 4, C-LANA FP 2.1, CDK5 inh -0.3 and RTF Ca sens inh -12.
For Cc1ncoc1C(=O)N1CCCC(C(=O)c2cccc(OC(C)C)c2)C1 (centres undefined) the results were PfHsp90 set2 6, RTF Ca sens act 0, PvdQ inh -6, SUMO Mot1 rescue -19, Rtt109 Vps75 -1, Keap1 Nrf2 FP 1, dFosB activator 7, C-LANA FP 1.1, NSD2 inh 3, CDK5 inh 0.2 and RTF Ca sens inh 6.
`CSc1ccccc1NC(=S)Nc1ccc(S(N)(=O)=O)cc1` gave PfHsp90 set2 6, RTF Ca sens act -3, PvdQ inh -14, SUMO Mot1 rescue -3, Rtt109 Vps75 11, Keap1 Nrf2 FP -2, dFosB activator -5, C-LANA FP 0.6, NSD2 inh -3, CDK5 inh 1.5 and RTF Ca sens inh 0.
CCOc1cc(C(=O)OCC(=O)c2c(N)n(C)c(=O)n(C)c2=O)cc(OCC)c1OCC was read as PfHsp90 set2 27, RTF Ca sens act -2, PvdQ inh -4, Rtt109 Vps75 -8, Keap1 Nrf2 FP -3, dFosB activator -8, C-LANA FP 1.4, NSD2 inh 12, CDK5 inh 2.9 and RTF Ca sens inh -8.
For C=CCN(c1ccccc1)S(=O)(=O)c1cccc(C(=O)NC2CCN(Cc3ccccc3)CC2)c1 the results were PfHsp90 set2 -4, RTF Ca sens act 3, PvdQ inh -10, SUMO Mot1 rescue 96, Rtt109 Vps75 3, Keap1 Nrf2 FP -3, dFosB activator -3, C-LANA FP 0.1, NSD2 inh -1, CDK5 inh -0.3 and RTF Ca sens inh -4.
`Cc1ccc(O)c(C=Nc2ccc3[nH]ncc3c2)c1` gave PfHsp90 set2 2, RTF Ca sens act 3, PvdQ inh -14, SUMO Mot1 rescue 113, Rtt109 Vps75 -16, Keap1 Nrf2 FP 0, dFosB activator 5, C-LANA FP -0.4, NSD2 inh -3, CDK5 inh 3.8 and RTF Ca sens inh -5.
Screening Cc1cc(N2CCN(C)CC2)nc2ccc(NC(=O)CCC(=O)NCCC(C)C)cc12 returned PfHsp90 set2 -10, RTF Ca sens act -3, PvdQ inh -8, SUMO Mot1 rescue 446, Rtt109 Vps75 2, Keap1 Nrf2 FP 1, dFosB activator -1, C-LANA FP -0.1, NSD2 inh 0, CDK5 inh -1.7 and RTF Ca sens inh -5.
Screening Cc1cccc(NC(=O)Cn2cc(C(=O)C3CC3)c3ccccc32)c1 returned PfHsp90 set2 -3, RTF Ca sens act -9, PvdQ inh -11, SUMO Mot1 rescue 72, Rtt109 Vps75 0, Keap1 Nrf2 FP 1, dFosB activator -14, C-LANA FP -0.5, NSD2 inh 0, CDK5 inh 0.4 and RTF Ca sens inh -10.
For Cc1ccc(NC(=O)C(C)Oc2ccccc2)cc1S(=O)(=O)N1CCCCCC1 (centres undefined) the results were PfHsp90 set2 5, RTF Ca sens act 7, PvdQ inh 4, SUMO Mot1 rescue -4, Rtt109 Vps75 6, Keap1 Nrf2 FP -5, dFosB activator 2, C-LANA FP 2.8, NSD2 inh 0, CDK5 inh -0.3 and RTF Ca sens inh -3.
`O=C1NC2=C(CCc3ccccc32)C(c2ccc(Br)cc2)N1` (centres undefined) gave PfHsp90 set2 7, RTF Ca sens act -3, PvdQ inh -7, SUMO Mot1 rescue 295, Rtt109 Vps75 -26, Keap1 Nrf2 FP -8, dFosB activator -17, C-LANA FP 0.5, NSD2 inh 0, CDK5 inh -1.9 and RTF Ca sens inh 1.
Screening C=CCOc1ccc(C2NC(=S)NC(C)=C2C(=O)c2ccccc2)cc1OC (centres undefined) returned PfHsp90 set2 13, RTF Ca sens act -1, PvdQ inh 7, SUMO Mot1 rescue 0, Rtt109 Vps75 19, Keap1 Nrf2 FP -4, dFosB activator -10, C-LANA FP 0.1, NSD2 inh 2, CDK5 inh -0.2 and RTF Ca sens inh -12.
